UHRF1 MBD2 ctr: UHRF1 methylated DNA binding inhibitors, primary screen, counter-screen for MBD2 inhibitor project, biochemical, TR-FRET, human UHRF1, single concentration; inhibition, % at 4.4 µM; 370,000 compounds, 0.75% hits; UHRF1 binding to methylated oligo; E3 ubiquitin-protein ligase UHRF1 (Homo sapiens), Q96T88; in the data active = inhibition above about 21%;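 also: UHRF1 SRA domain binding a hemimethylated CpG hairpin DNA probe; 0% = median of test compound wells and 100% = reference inhibitor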
MBD2 inh: inhibitors of MBD2 binding to methylated DNA, primary screen, biochemical, TR-FRET, DNA-binding domain, human. Methyl-CpG-binding domain protein 2 (Homo sapiens), Q9UBB5. 370,000 compounds, 0.31% hits. inhibition, % at 4.4 µM. MBD2 binding to methylated oligonucleotide; in the data active = inhibition above about 13%
Tn6 DDE FP: inhibitors of Tn6 peptide binding to fibrin DD(E), primary screen, biochemical, fluorescence polarization, human fibrin, Tn6 probe. 370,000 compounds, 0.21% hits. inhibition, % at 8.3 µM. Fibrin DD(E) TRITC-Tn6 fluorescence polarization displacement. AID 720509, 2013. Fibrinogen beta chain (Homo sapiens), P02675;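 active = inhibition above a per-campaign cutoff: mean of compounds within control limits plus 3 SD, cut at about 15% in these data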;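 also: 0% = median of all compound wells on the plate and 100% = blocking peptide control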
Target sequence (P02675 whole entry, looked up): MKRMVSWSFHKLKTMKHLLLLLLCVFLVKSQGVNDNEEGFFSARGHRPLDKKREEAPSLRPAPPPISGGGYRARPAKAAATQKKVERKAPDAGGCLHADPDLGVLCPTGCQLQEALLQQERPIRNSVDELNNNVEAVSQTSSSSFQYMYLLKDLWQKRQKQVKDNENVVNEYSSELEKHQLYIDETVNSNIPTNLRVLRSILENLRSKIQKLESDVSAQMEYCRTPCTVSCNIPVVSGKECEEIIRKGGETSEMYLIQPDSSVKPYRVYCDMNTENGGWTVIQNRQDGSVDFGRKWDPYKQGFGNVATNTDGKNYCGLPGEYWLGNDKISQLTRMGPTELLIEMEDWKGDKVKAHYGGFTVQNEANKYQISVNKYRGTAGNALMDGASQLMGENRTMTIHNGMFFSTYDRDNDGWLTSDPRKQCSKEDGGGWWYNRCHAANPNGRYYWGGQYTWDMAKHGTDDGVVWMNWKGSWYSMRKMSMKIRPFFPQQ
PLC-gamma1 inh: PLC-gamma1 enzyme inhibitors, primary screen, biochemical, fluorescence, purified enzyme; 1-phosphatidylinositol 4,5-bisphosphate phosphodiesterase gamma-1 (Homo sapiens), P19174; fluorogenic substrate; inhibition, % at 12.2 µM; 370,000 compounds, 0.84% hits; in the data active = inhibition above about 9.5%
ASAP1 inh: inhibitors of human ASAP1 ArfGAP activity, primary screen, biochemical, fluorescence polarization; AID 624377, 2012; 360,000 compounds, 0.19% hits; Arf-GAP with SH3 domain, ANK repeat and PH domain-containing protein 1 (Homo sapiens), …; inhibition, % at 16.5 µM; ASAP1-stimulated ARF1 GTP hydrolysis, GDP FP detection; in the data active = inhibition above about 25%;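 also: 0% = vehicle with enzyme and substrate and 100% = no enzyme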
Tn7 DDE FP: inhibitors of Tn7 peptide binding to fibrin DD(E), primary screen, biochemical, fluorescence polarization, human fibrin, Tn7 probe. inhibition, % at 8.3 µM. FP displacement of FITC-Tn7 peptide from fibrin DD(E); 0% = median of compound wells per plate. AID 720508, 2013. 370,000 compounds, 0.13% hits. Fibrinogen beta chain (Homo sapiens), P02675;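 active = inhibition above the mean of compounds falling within the control limits plus 3 SD of them, cut at about 14% in these data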;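 also: 0% = plate median of compound wells and 100% = 10 µM Aha-Tn7 peptide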
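System: human fibrin DD(E); quantity: Fibrin-DD(E) at 2 µM final; also added: fluorescent Tn7 probe at 0.1 µM; compound dosing: single nominal test concentration of 8.3 µM per compound; schedule: 10 min preincubation, 3 h with tracer, room temperature; detection: fluorescence polarization of the labelled Tn7 tracer; repeats: one replicate per compound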
KLK7 zymogen act: proKLK7 zymogen activators, primary screen, biochemical, fluorescence intensity. Kallikrein-7 (Homo sapiens), P49862. purified proKLK7, EDANS-DABCYL substrate fluorescence; 100% is mature enzyme control, 0% vehicle. activation, % at 7 µM. 370,000 compounds, 0.9% hits. AID 652039, 2013;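 active = activation above the mean of all tested compounds plus 3 SD, computed per campaign excluding outliers beyond control limits, cut at about 13% in these data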
Target sequence (P49862 whole entry, looked up): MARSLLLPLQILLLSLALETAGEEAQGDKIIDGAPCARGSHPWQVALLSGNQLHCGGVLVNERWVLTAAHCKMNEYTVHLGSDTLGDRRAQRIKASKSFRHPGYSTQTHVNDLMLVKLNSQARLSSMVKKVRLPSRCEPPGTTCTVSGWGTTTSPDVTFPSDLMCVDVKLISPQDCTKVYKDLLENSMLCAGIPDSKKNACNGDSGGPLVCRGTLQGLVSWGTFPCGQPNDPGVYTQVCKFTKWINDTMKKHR
ARFGAP1 inhibitor: inhibitors of rat ARFGAP1 GAP activity, primary screen, biochemical, fluorescence polarization, GDP tracer | Arfgap1-stimulated ARF1 GTP hydrolysis, GDP FP detection | inhibition, % at 16.5 µM | 360,000 compounds, 0.26% hits;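 active = inhibition above a per-plate limit, mean inhibition of low control wells plus 3 SD, cut at about 25% in these data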;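 also: 0% = DMSO wells with enzyme and 100% = wells lacking Arfgap1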
Target sequence (Q62848 1-136 limits assumed): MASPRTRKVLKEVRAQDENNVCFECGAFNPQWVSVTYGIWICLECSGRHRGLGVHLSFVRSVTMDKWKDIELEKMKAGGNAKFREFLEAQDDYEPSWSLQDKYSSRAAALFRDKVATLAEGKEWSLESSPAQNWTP
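Material: truncated rat Arfgap1 GAP domain; Incubation: compound-enzyme preincubation 20 min, reaction 120 min, detection 60 min, 25 °C; Read-out: percent inhibition of Arfgap1-stimulated GTP hydrolysis; Technique: FP, GDP Alexa 633 tracer displaced from anti-GDP antibody, 620/688 nm; Controls: No-Arfgap1 wells (100%) versus DMSO full-reaction wells (0%); Replication: single well per compound.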
PLCb3 inh: human PLC-beta3 inhibitors, primary screen, biochemical, fluorescence; 1-phosphatidylinositol 4,5-bisphosphate phosphodiesterase beta-3 (Homo sapiens), Q01970; Purified PLC-beta3, fluorogenic substrate; inhibition, % at 12.2 µM; 370,000 compounds, 0.18% hits; AID 720704, 2013; in the data active = inhibition above about 11%;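 also: 0% = median of compound wells on plate and 100% = full blocker control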
ADAM17 inh: ADAM17 inhibitors, primary screen, biochemical, QFRET; inhibition, % at 6.95 µM; Disintegrin and metalloproteinase domain-containing protein 17 (Homo sapiens), P78536; AID 720648, 2013; 370,000 compounds, 0.83% hits; recombinant ADAM17, EDANS/DABCYL FRET peptide cleavage;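 active = inhibition above the mean of compounds lying between control limits plus 3 SD, set per campaign, cut at about 8.5% in these data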;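 also: 0% = DMSO-only wells as the low control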
The depositor's hits bear a star; . = not tested or not shown.

Results follow in this order: ASAP1 inh	PLCb3 inh	MBD2 inh	ARFGAP1 inhibitor	ADAM17 inh	UHRF1 MBD2 ctr	Tn7 DDE FP	KLK7 zymogen act	PLC-gamma1 inh	Tn6 DDE FP
Cc1noc(/C=C/c2ccco2)c1S(=O)(=O)N1CCC(C(=O)NC(C)c2ccccc2)CC1 (stereo unspecified)
  9	-12	-2	-6	3	-2	0	-1.4	-10	8
Cn1c(=O)c2c(ncn2CC(COCc2ccc(Cl)cc2)OCc2ccc(Cl)cc2)n(C)c1=O (stereo unspecified)
  12	1	-2	10	1	-1	1	-0.1	4	-4
CCOc1ccc2nc3c(cc2c1)CN(CCOC)C(=NCCOC)S3
  -3	-4	0	2	-4	1	-4	0.3	-1	12
COc1ccc(N2CCN(C(=O)COC(=O)CCOc3ccccc3C)CC2)cc1
  6	-3	-3	6	-4	0	4	-0.1	-4	-1
CSc1ccc(/C=C(\NC(=O)c2ccc(C)cc2)C(=O)Nc2cccc(C)c2)cc1
  -5	0	8	3	-4	4	5	-0.5	2	1
CC1(NC(=O)Nc2cccc(Br)c2)CCS(=O)(=O)C1 (stereo unspecified)
  6	2	1	7	-1	1	-2	0.7	1	5
Cc1cccc(NC(=O)CNC(=O)COc2ccc(C(=O)c3ccc(F)cc3)cc2)c1C
  3	-2	-2	-1	-2	2	0	0.2	-3	-3
N#Cc1ccc(N2CCN(C(=O)c3cccs3)CC2)c(F)c1
  -3	-2	-2	21	-3	3	-1	-0.3	-2	8
CCN(c1ccccc1)S(=O)(=O)c1ccc(C(=O)N(CCCN(C)C)c2nc3c(C)cccc3s2)cc1
  -15	-7	1	8	3	2	-10	-0.3	-1	1
O=c1c2ccccc2c2c(O)nc(-c3ccccc3)n2n1Cc1ccccc1
  4	-1	-1	14	-2	3	10	0.4	0	1
COC(=O)c1sccc1NC(=S)N1CCC(C(N)=O)CC1
  0	-5	-9	-9	0	-1	5	0.3	5	-2
O=C1CN(S(=O)(=O)c2ccccc2)CC(=O)N1CCc1ccccc1
  -5	7	5	1	-1	1	2	0.5	1	2
Fc1cccc(C2CC(c3cccc(Br)c3)Nc3nnnn32)c1 (stereo unspecified)
  -7	-1	4	1	-3	11	11	0.2	-2	0
CC(=O)Nc1ccc(C(=O)CN2C(=O)NC3(CCCCCC3)C2=O)c(F)c1
  1	4	-7	10	-2	0	-4	0.4	1	3
O=C(CCN1CCOCC1)NNC(=O)c1ccc(Cl)c([N+](=O)[O-])c1
  5	1	8	3	-2	-2	0	-0.3	3	-4
Cc1ccc(-n2nc(C(=O)c3ccccc3)n3c(=O)c(Cc4ccccc4)nnc23)cc1
  1	0	-6	-6	7	-1	8	0.2	-4	2
CC(C)OC(=O)c1c(NC(=O)Cn2cnc([N+](=O)[O-])n2)sc2c1CCCC2
  -4	0	1	-8	-4	-3	3	0.1	1	-5
CCOc1ccc(OCC(=O)Nc2ccccc2N2CCCC2)cc1
  14	-9	3	9	-1	-1	5	-0.7	-2	1
O=C(CSc1ccccc1)N1CCCC(N2CCN(c3ccc(F)cc3)CC2)C1 (stereo unspecified)
  -8	-8	4	8	-3	0	-8	0.2	2	10
Cc1ccc(-c2cnc(N)n2C)cc1C
  -12	-9	-3	3	-2	-4	-4	0.1	-7	5
O=C(Cc1cccs1)N(c1ccc(Cl)cc1)C1C=CS(=O)(=O)C1 (stereo unspecified)
  -6	2	0	13	-1	-2	-4	-0.1	0	1
CN(CCOc1ccc(Br)cc1)CC(O)COc1ccc(C#N)cc1 (stereo unspecified)
  -4	-5	3	5	-3	-1	5	-0.4	-2	5
CCCCNC(=O)C(NC(=O)c1cnc(C)cn1)C(=O)c1ccccc1 (stereo unspecified)
  -7	-3	3	-7	-4	0	-3	0.8	-2	5
O=C(Cc1ccc(S(=O)(=O)N2CCCC2)s1)Nc1nc2c(s1)CCCC2
  -136	-23	-5	-9	3	3	-5	-0.5	-18	-3
COc1ccc(C2CC(c3cccc(Cl)c3)n3nc(N)nc3N2)cc1 (stereo unspecified)
  -1	-167	-5	1	-105	-1	2	-8.5	-128	-7
O=C(COC(=O)c1ccc(S(=O)(=O)N2CCOCC2)cc1)NC1CCCCCCC1
  -6	1	7	-10	-7	5	1	-0.1	9	-5
CCCc1noc2c1/C(=N\O)CC(c1ccccc1)C2 (stereo unspecified)
  -4	6	1	6	2	-4	-4	-1.1	3	0
COc1ccccc1C(=O)N1CC(=O)Nc2ccc(F)cc2C1c1ccccc1 (stereo unspecified)
  1	3	-3	0	8	3	2	0.0	9.6*	-1
CC1=C(C(=O)OCc2ccccc2)C(c2cccc(Cl)c2Cl)NC(=O)N1CCCCCC(=O)O (stereo unspecified)
  -10	-1	-2	-9	2	1	1	0.1	-2	8
CCCCC(=O)N(C)c1c(C)nc2ccc(C(=O)N(C)Cc3ccco3)cn12
  -7	-6	-4	-3	2	14	0	0.3	0	5
Cc1[nH]c(=O)[nH]c(=O)c1S(=O)(=O)Nc1ccc(Oc2ccccc2)cc1
  2	5	1	0	0	6	-4	0.1	3	5
O=C(NC1CCCCC1)C1CC(O)CN1C(=O)OCc1ccccc1 (stereo unspecified)
  -13	-2	1	-9	-1	-3	1	-0.4	1	3
O=C(O)CNC(=S)N(Cc1ccccc1Cl)C1CCCC1
  6	-7	4	3	-6	4	-6	0.4	-4	-11
Cc1nonc1C1CCCN1Cc1nc(-c2ccc(F)cc2F)oc1C (stereo unspecified)
  -6	-5	7	-5	-6	1	1	0.6	2	-2
COc1ccc(OCc2cc(/C=N\NC(=O)c3ccccc3)ccc2OC)cc1
  13	-6	-6	10	5	-2	4	-1.3	-5	-3
O=C(Nc1ccc2nccnc2c1)c1cnccn1
  2	-7	-5	-1	-8	-5	2	0.8	-5	9
C/C(=N/OC(=O)c1c(-c2ccccc2Cl)noc1C)c1cnccn1
  -3	-5	-7	6	-3	2	-3	-0.6	0	5
CCC(C)N(C(=O)Cn1nc(Cc2ccncc2)c2ccccc2c1=O)C(C)CC (stereo unspecified)
  .	1	4	.	-1	1	8	0.8	-4	0
O=C(CSc1nnc(-c2cccnc2)n1-c1ccccc1)Nc1ccc(OCc2ccccc2)cc1
  .	3	-3	.	4	1	10	0.6	-1	-3
COc1ccc(N(CC(=O)Nc2cccnc2)S(=O)(=O)c2ccc(C)cc2)cc1Cl
  7	-4	2	-9	1	-4	6	0.0	-1	1
CCCCNC(=O)C1Cc2cc(S(=O)(=O)N3CCCCC3)ccc2N1C(C)=O (stereo unspecified)
  2	-4	2	5	-1	-1	-1	0.6	0	1
CC1CN(CCOc2ccc([N+](=O)[O-])cc2)CC(C)O1 (stereo unspecified)
  7	3	-2	3	-2	-3	-6	-0.1	2	2
COc1ccc(-c2nnn(CC(=O)N(CC(=O)NC3CCCC3)Cc3cccs3)n2)cc1OC
  3	3	0	-7	-3	1	3	0.2	0	6
CN(C)S(=O)(=O)c1ccc(C(=O)NCC(=O)N/N=C/c2ccccc2Cl)cc1
  -3	2	2	-10	-1	-2	1	0.3	2	-2
COCc1cc(N2CCNC[C@H]2C)ccc1N1CCN(Cc2ccccc2)[C@H](C)C1
  1	-4	-2	0	-3	0	0	0.1	-6	5
COc1ccc(OC)c(NC(=O)CSc2nc3n[nH]c(C)c3c(=N)n2-c2cccc(Cl)c2C)c1
  2	-4	-2	11	-1	-1	4	0.4	-10	3
CCOC(=O)c1csc(NC(=O)c2ccc(N3C(=O)CCC3=O)cc2)n1
  7	-3	-3	-6	-2	-1	7	0.0	2	5
CCOc1ccc(CC(=O)NCCS(=O)(=O)N2CCN(c3ccccc3)CC2)cc1
  -4	-5	3	2	-2	-1	6	-1.3	0	0
CC1CCC(C(C)C)C(OCC(O)CN2CCCC(C)C2)C1 (stereo unspecified)
  -1	-2	8	2	-5	7	-1	0.0	3	-9
COc1cccc(C(=O)CC(=O)C(=O)Nc2cccc([N+](=O)[O-])c2C)c1
  -2	-3	-3	7	3	1	3	-0.6	4	1
Cc1c(NC(=O)C(C)OC(=O)CCC2CCCC2)c(=O)n(-c2ccccc2)n1C (stereo unspecified)
  0	2	2	-7	-4	3	2	0.7	-1	-5
CCOC(=O)c1cc(-c2ccccc2)sc1NC(=O)C(C)(C)C
  1	-15	1	3	3	5	0	-0.8	2	4
CC(C)CC(C(=O)NC(C)(C)C)N(CC1CCCO1)C(=O)c1snc(C(N)=O)c1N (stereo unspecified)
  1	-47	-1	-2	-41	1	0	3.1	-39	-2
COc1ccc([C@H]2N[C@]3(CCCN(Cc4ccc(C)cc4)C3=O)[C@H]3C(=O)N(C)C(=O)[C@@H]23)cc1
  5	1	4	-7	-5	2	-4	0.1	3	7
COc1ccccc1CNC(=O)CCNC(=O)Cn1ccc2ccccc2c1=O
  4	-2	6	-5	-14	3	7	-0.7	-4	-7
CC(C)C(=O)Nc1ccc(C(=O)NC2CCSC2=O)cc1 (stereo unspecified)
  -2	-1	0	10	-4	1	0	-0.7	0	-5
CC(C)NC(=S)Nc1ccc2cn[nH]c2c1
  -6	6	8	-6	-3	23*	-6	-0.1	1	5
COc1ccc(OCC(O)CN(C2CCCCC2)C2CCCCC2)cc1 (stereo unspecified)
  2	2	3	6	-3	-2	7	-0.3	4	-4
N#Cc1ccc(C2=CC(=O)C[C@H](c3ccc(Cl)cc3)C2)cc1
  6	-1	2	-1	0	-2	-1	-0.3	1	-5

Hits appear at their usual frequency, and some 4.1% of all compounds hit somewhere here.
